High-throughput results: PubChem BioAssay, several laboratories
NR2E3 ag-1: inhibitors of NR2E3-RetCOR corepressor binding, primary screen, NR2E3 agonist project, biochemical, TR-FRET, GST-NR2E3, biotin-RetCOR. 1536-well. inhibition of corepressor binding, % at 4.78 µM. 320,000 compounds, 0.12% hits. AID 2300, 2010;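 active = percent inhibition above the cutoff of mean plus 3 SD of all tested compounds, set per screening campaign, cut at about 20% in these data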;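 note: 0% = DMSO wells and 100% = biotin wells as full block of FRET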
Target sequence (Q9Y5X4 whole entry, looked up): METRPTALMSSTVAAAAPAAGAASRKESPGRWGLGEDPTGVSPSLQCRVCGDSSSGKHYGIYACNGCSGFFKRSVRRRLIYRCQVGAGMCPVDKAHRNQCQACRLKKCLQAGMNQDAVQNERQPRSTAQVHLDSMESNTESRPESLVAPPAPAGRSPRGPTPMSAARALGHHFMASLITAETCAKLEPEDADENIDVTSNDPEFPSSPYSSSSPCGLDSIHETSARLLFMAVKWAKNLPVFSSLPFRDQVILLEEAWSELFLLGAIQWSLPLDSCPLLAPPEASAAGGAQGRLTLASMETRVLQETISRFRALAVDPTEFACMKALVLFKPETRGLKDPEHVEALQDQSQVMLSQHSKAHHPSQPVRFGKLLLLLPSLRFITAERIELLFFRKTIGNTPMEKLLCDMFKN
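Material: NR2E3–RetCOR corepressor complex | Quantity: 1.35 nM GST-tagged NR2E3 final | Schedule: 5 h at 4 °C | Replication: Singlicate compound wells | Reagent: RetCOR corepressor, biotinylated, 7 nM | Controls: Biotin wells as high control, 0.6% DMSO wells as low control | Signal: TR-FRET, Eu(K)-anti-GST donor, streptavidin-D2 acceptor, ex 340, em 617/671 nm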
C8 TRAIL sens: viability loss with TRAIL in NB7+C8 cells, primary screen, TRAIL sensitizer project, cell-based, ATPlite luminescence | inhibition (viability loss, TRAIL sensitization), % at 10 µM | 360,000 compounds, 1% hits | AID 624354, 2012;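 active = compounds causing at least 50% loss of cell viability in the single-dose screen, relative to plate controls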
Peg3 prom inh: Peg3 promoter-driven luciferase inhibitors, primary screen, cell-based, HeLa, luciferase luminescence | HeLa PEG-Prom luciferase reporter, overnight | inhibition, % at 20 µM | AID 588405, 2011 | 360,000 compounds, 1.7% hits;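 active = inhibition of at least 50% at 20 µM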
Shn3 3UTR inh: reduction of Shn3 3'UTR firefly luciferase signal, primary screen, Schnurri-3 inhibitor project, cell-based, Clone20 osteoblasts, set 2; 360,000 compounds, 0.52% hits; inhibition, % at 12.5 µM; Clone20 osteoblast Shn3 3'UTR firefly luciferase, 24 h;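 active = mean inhibition of at least 75% with every replicate also reaching 75%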;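 note: 0% = median of neutral control wells and 100% = pilot-screen positive control compound; some compounds past the cut are filed as inactive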
iPSC survival up: enhancers of single-cell hiPSC survival, primary screen, ATPlite luminescence | 100% = ROCK inhibitor wells, 0% = DMSO | survival enhancement, % at 20 µM | 360,000 compounds, 0.044% hits | AID 602274, 2012; in the data active = survival enhancement above about 18%;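 note: cells exposed to compounds for 16 hours before the ATP read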
HIF-2a block: HIF-2a reporter inhibitors, primary screen, luminescence, 786-0 RCC cells | 786-0 RCC cells HIF-2a reporter, luciferase luminescence, overnight | inhibition, % at 18.8 µM | 360,000 compounds, 0.72% hits;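 active = inhibition of the luminescence signal of 40% or more relative to plate controls, in a single-dose primary screen at 18.75 µM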
MITF TRPM1 inh: inhibitors of MITF-dependent TRPM1 promoter reporter, primary screen, cell-based, SK-MEL-5, single point, luciferase. SK-MEL-5 TRPM1 promoter luciferase, 24 h. inhibition, % at 12.5 µM. 330,000 compounds, 0.83% hits;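 active = mean inhibition across replicates of 60% or more, whatever share of single replicates reaches that level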; note: values of inactives mirror those of a sister screen read the other way
NR2E3 ag-2: NR2E3 agonists in two-hybrid cells, primary screen, cell-based, luminescence, CHO-S, Gal4-NCOR/VP16-NR2E3 | 360,000 compounds, 0.35% hits | AID 602229, 2012 | inhibition of corepressor binding, % at 3.98 µM | Photoreceptor-specific nuclear receptor (Homo sapiens), Q9Y5X4 | luciferase;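 active = inhibition above the mean of all tested compounds plus 3 SD, cut at about 70% in these data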;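 note: 0% = DMSO with NR2E3 transfected cells and 100% = cells lacking NR2E3 construct; higher means lower luciferase signal from less NR2E3 corepressor binding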
KKLEB cytotox: cytotoxicity in KKLEB CF airway cells, primary screen, cytotoxicity control for CF NF-kB inhibitor project, cell-based, uHTS, fluorescence assay plates | KKLEB CF airway cells viability, ATPlite luminescence, overnight; hits give low values; cells stimulated with P. aeruginosa culture filtrate | activity change (cytotoxicity), % at 5 µM | 360,000 compounds, 0.36% hits;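 active = corrected activity change at or below -50% at 5 µM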
EBV LMP1 NFkB: EBV LMP1-driven NF-kappaB luciferase reporter inhibitors, primary screen, cell-based, luminescence, single point. inhibition, % at 12.5 µM. AID 504558, 2011. 350,000 compounds, 0.69% hits. LMP1-induced NF-kappaB luciferase reporter cells; in the data active = inhibition above about 41%;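 note: 0% = neutral control wells and 100% = reference inhibitor control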
CF NFkB inh: inhibitors of PAF-induced NF-kB signaling, primary screen, cell-based, GFP fluorescence, uHTS. KKLEB NF-kB-GFP reporter, GFP fluorescence overnight. inhibition, % at 5 µM. 360,000 compounds, 0.86% hits;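 active = at least 50% inhibition at 5 µM, scaled per plate between neutral and stimulator controls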;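 note: PAF is a Pseudomonas aeruginosa culture filtrate used as stimulus; plate controls were PAF-stimulated DMSO wells for no effect and unstimulated DMSO wells for full effect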
* marks the source's active call; other numbers are inactive results; · = not tested or not shown. A portion of the library; the hit share may differ from the screen's.

SMILES	NR2E3 ag-1	C8 TRAIL sens	Peg3 prom inh	Shn3 3UTR inh	iPSC survival up	HIF-2a block	MITF TRPM1 inh	NR2E3 ag-2	KKLEB cytotox	EBV LMP1 NFkB	CF NFkB inh
COc1ccc(C2=NS(=O)(=O)N(C)C(C(=O)N(C)Cc3ccccc3)=C2)cc1OC	1	-4	11	12	5.1	7	-4	13	10	4	21
COc1ccc2c(c1)Cc1sc(NC(=O)c3ccccc3)nc1-2	2	16	-217	-19	-1.2	-214	-35	-105	14	-18	-18
Nc1c(C(=O)Nc2ccccc2F)sc2nc(-c3cccnc3)ccc12	-3	13	-50	-38	1.3	-137	-45	-14	1	-7	-6
Cn1c(=O)c2c(nc3n2CC(COc2ccc(Cl)cc2)O3)n(C)c1=O (centres undefined)	5	1	3	-17	-0.7	22	-2	-2	-6	11	-9
Cc1ccn2cc(CCNC(=O)C3CCCCC3)nc2c1	-1	-1	-1	-2	1.7	-6	·	-5	-5	-1	10
OCC1(Cc2ccccc2C(F)(F)F)CCN(Cc2ccc3c(c2)CCO3)CC1	-2	-6	6	-2	0.2	11	2	15	4	5	-16
COc1ccc(C(=O)NNC(=O)CSc2nnc(C)n2C)cc1	0	-2	13	-15	2.4	18	15	-13	-28	0	7
CCCOc1ccc(/C=N/NC(=O)CN(c2ccc(OCC)cc2)S(C)(=O)=O)cc1	4	0	9	10	-0.5	-9	9	-21	7	-3	-5
CCSc1nnc(NC(=O)CCc2ccc(OC)cc2)s1	14	-4	-20	4	-1.1	-6	17	-18	-4	-2	-2
NC(=O)N1CCC2(CC1)NC(=O)N(c1ccccc1)N2	0	0	5	8	2.4	16	1	10	2	-5	13

The closing three entries of the section before lead into the next.
SMILES	NR2E3 ag-1	C8 TRAIL sens	Peg3 prom inh	Shn3 3UTR inh	iPSC survival up	HIF-2a block	MITF TRPM1 inh	NR2E3 ag-2	KKLEB cytotox	EBV LMP1 NFkB	CF NFkB inh
CCCOc1ccc(/C=N/NC(=O)CN(c2ccc(OCC)cc2)S(C)(=O)=O)cc1	4	0	9	10	-0.5	-9	9	-21	7	-3	-5
CCSc1nnc(NC(=O)CCc2ccc(OC)cc2)s1	14	-4	-20	4	-1.1	-6	17	-18	-4	-2	-2
NC(=O)N1CCC2(CC1)NC(=O)N(c1ccccc1)N2	0	0	5	8	2.4	16	1	10	2	-5	13
CCN(CC)C(=O)C(=O)c1cccn1-c1cccc(-n2cccc2C(=O)C(=O)N(CC)CC)c1C#N	0	-12	-5	·	-2.7	11	-9	-11	6	-5	-5
O=C(NC(=S)Nc1ccccc1N1CCCC1)c1ccccc1Br	-3	4	30	-8	-0.3	-16	3	-37	7	-7	0
C[C@H]1CN([C@@H](C)CO)C(=O)CCCn2nncc2CO[C@H]1CN(C)S(=O)(=O)c1ccc(Oc2ccccc2)cc1	·	-7	8	7	-3.1	0	·	-16	2	-11	-8
CCn1c(=O)cc(OCC(=O)NCCCN2CCCC2=O)c2ccccc21	-2	-16	5	-17	-0.4	11	0	0	8	2	-6
Cc1ccnc(Nc2nc3ccccc3o2)n1	1	47	-4	15	-3.8	-9	17	-89	-21	40	10
O=C(Nc1ccc(F)c(Cl)c1)c1cc(C2CCCCN2C(=O)CCCc2ccccc2)on1 (centres undefined)	·	7	12	28	-2.2	7	·	-19	-18	·	14
Cn1c(SCC(=O)Nc2ccc(F)cc2)nc2c(c1=O)SCC2	2	13	6	29	-0.4	11	13	0	-14	-7	14
Cc1ccc(C)c(C(=O)Nc2cc(C)nn2-c2nc(C)cc(C)n2)c1	0	-21	27	13	2.7	4	6	6	-21	2	-5
CC(=O)c1ccc(N2C(=O)C3C4C=CC(CC4)C3C2=O)cc1 (centres undefined)	-1	8	7	1	0.1	-11	-2	-14	-1	0	-5
CC1CN(S(=O)(=O)c2cccc(C(=O)N(CCc3ccccc3)Cc3ccccc3)c2)CC(C)O1 (centres undefined)	-1	1	23	25	-0.3	16	4	-9	8	3	15

Among those listed so far, two contain a Cl atom:
SMILES	NR2E3 ag-1	C8 TRAIL sens	Peg3 prom inh	Shn3 3UTR inh	iPSC survival up	HIF-2a block	MITF TRPM1 inh	NR2E3 ag-2	KKLEB cytotox	EBV LMP1 NFkB	CF NFkB inh
Cn1c(=O)c2c(nc3n2CC(COc2ccc(Cl)cc2)O3)n(C)c1=O (centres undefined)	5	1	3	-17	-0.7	22	-2	-2	-6	11	-9
O=C(Nc1ccc(F)c(Cl)c1)c1cc(C2CCCCN2C(=O)CCCc2ccccc2)on1 (centres undefined)	·	7	12	28	-2.2	7	·	-19	-18	·	14
